BoNT F protease: BoNT F light chain protease inhibition; Multiplex microsphere protease cleavage assay, flow cytometry; inhibition, % at 10 µM; hit rate 0.22% among 360,000; AID 588497; in the data active = inhibition above about 35%, passing the limit was not always enough; inconclusive = no clear call, values can overlap the other calls; also: plate controls were buffer without enzyme for full effect and enzyme alone for no effect
FBA Mtb inh: Mtb fructose-bisphosphate aldolase inhibition; P9WQA3; purified M. tuberculosis FBA, fluorescence read-out; inhibition, % at 1 µM; hit rate 2.3% among 360,000; in the data active = inhibition above about 27%;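 also: 0% = vehicle and 100% = reference inhibitor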
Target sequence (P9WQA3 whole entry, looked up): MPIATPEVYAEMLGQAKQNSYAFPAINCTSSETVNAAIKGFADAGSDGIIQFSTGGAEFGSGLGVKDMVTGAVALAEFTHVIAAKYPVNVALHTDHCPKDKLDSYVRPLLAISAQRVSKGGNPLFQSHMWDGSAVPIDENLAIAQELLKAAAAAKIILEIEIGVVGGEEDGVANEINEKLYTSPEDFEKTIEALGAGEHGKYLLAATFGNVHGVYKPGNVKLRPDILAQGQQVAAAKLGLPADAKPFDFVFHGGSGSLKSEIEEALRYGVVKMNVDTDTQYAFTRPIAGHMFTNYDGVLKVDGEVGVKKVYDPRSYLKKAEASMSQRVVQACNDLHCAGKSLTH
BioA inh: inhibitors of Mycobacterium tuberculosis BioA enzyme; purified M. tuberculosis BioA enzyme, plate reader; inhibition, % at 9.99 µM; hit rate 0.096% among 360,000; in the data active = inhibition above about 40%; inconclusive = no clear call, values can overlap the other calls
FadD28 binding: inhibitors of Mycobacterium tuberculosis FadD28 bisubstrate binding; FadD28 bisubstrate probe binding, fluorescence polarization; inhibition, % at 12.5 µM; hit rate 0.22% among 360,000; AID 588549; in the data active = inhibition above about 8.5%, passing the limit was not always enough; inconclusive = no clear call, values can overlap the other calls
BoNT A protease: inhibitors of Botulinum neurotoxin A light chain protease; inhibition, % at 10 µM; hit rate 0.17% among 360,000; multiplex microsphere protease substrate cleavage, flow cytometry; AID 588499; in the data active = inhibition above about 30%; inconclusive = no clear call, values can overlap the other calls; also: plate controls were buffer without enzyme for full effect and enzyme alone for no effect
Mtb UGM inh: blocks M. tuberculosis UGM enzyme. hit rate 0.06% among 320,000. AID 504406. purified UGM, fluorescence polarization probe displacement. inhibition, % at 10 µM. P9WIQ1; in the data active = inhibition above about 10%, passing the limit was not always enough; inconclusive = no clear call, values can overlap the other calls
Target sequence (P9WIQ1 whole entry, looked up): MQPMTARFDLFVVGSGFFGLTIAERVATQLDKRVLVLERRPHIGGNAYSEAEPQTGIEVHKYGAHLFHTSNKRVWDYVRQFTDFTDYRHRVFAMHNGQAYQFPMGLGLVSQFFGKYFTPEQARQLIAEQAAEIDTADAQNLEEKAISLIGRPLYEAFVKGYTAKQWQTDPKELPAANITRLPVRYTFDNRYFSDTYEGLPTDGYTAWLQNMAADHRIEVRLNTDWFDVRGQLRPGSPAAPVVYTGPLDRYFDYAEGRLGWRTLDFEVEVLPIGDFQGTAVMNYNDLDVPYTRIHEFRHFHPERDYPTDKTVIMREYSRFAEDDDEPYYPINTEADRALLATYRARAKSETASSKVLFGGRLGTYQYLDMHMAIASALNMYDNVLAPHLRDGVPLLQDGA
PrPC TRFRET: cell surface PrPC inhibition, primary TR-FRET screen; TR-FRET read-out; hit rate 0.43% among 370,000; inhibition, % at 13.8 µM; in the data active = inhibition above about 24%; also: 0% = median of the test wells and 100% = reference compound wells
CCHFV vOTU inh: CCHFV vOTU protease inhibition | Pep-AMC fluorescence | inhibition, % at 11.5 µM | hit rate 0.55% among 370,000; also: 0% = vehicle wells with enzyme and 100% = no enzyme wells
GDH-TPI counter: GDH-TPI coupled enzyme inhibition counter-screen. GDH-TPI coupled enzyme counterscreen, NADH absorbance. inhibition, % at 4.8 µM. hit rate 1.2% among 360,000;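 also: 0% = DMSO wells and 100% = wells lacking the enzyme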
Starred values were filed as active, the others as inactive; u = inconclusive; x = no result given; & = joins results of further samples. Rule as the data show it, unless noted: active = inhibition above about 30%; inactive = the rest.

SMILES	BoNT F protease	FBA Mtb inh	BioA inh	FadD28 binding	BoNT A protease	Mtb UGM inh	PrPC TRFRET	CCHFV vOTU inh	GDH-TPI counter
CC(C)c1ccc(C2c3[nH]c4ccccc4c3C[C@H]3C(=O)N(c4ccccc4C(=O)N4CCC[C@@H]4C(=O)O)C(=O)N23)cc1 (some centres not stated)	-8	5	-0.5	-0.9	0.7	4.9	3	6	2
Cc1[nH]c(=O)[nH]c(=O)c1S(=O)(=O)N1CCC(C(=O)N2CCN(Cc3ccccc3)CC2)CC1	-16	0	-1.8	-4.2	-0.3	0.5	x	x	4
COc1ccc(CN2CCC(CO)(CCOc3ccccc3)CC2)cc1C	2	1	0.8	-2.9	0.1	-0.7	-10	-14	-9
CCOC(=O)/C(N)=C/c1ncc(C(F)(F)F)cc1Cl	-5	0	x	-1.4	-0.1	0.4	3	5	1
S=c1[nH]nc(-c2ccccc2)n1/N=C/c1cccs1	6	0	0.1	1.2	0.0	0.1	x	x	15
CC(=O)Nc1ccc(Sc2ccccc2C(=O)O)cn1	23	1	-0.9	-0.3	-2.1	-1.0	0	-14	-2
O=C(NCc1cccs1)C1CCN(c2nccs2)CC1	-24	0	-1.2	1.4	22	-0.5	1	-2	4
COc1ccc(NCC(=O)N2CCCC2)cc1Cl	0	-1	x	-1.9	0.4	-0.7	-4	-15	-6
Cc1cc(C(=O)O)cc(S(=O)(=O)Nc2ccccc2C(=O)NC(C)c2ccccc2)c1C (configuration not stated)	1	1	-0.8	-1.3	-1.8	7.7	-1	13	20
COc1cc(NC(=O)CN2C(=O)c3ccccc3S2(=O)=O)c(OC)cc1Cl	31	0	-1.6	1.1	-0.1	2.7	1	21	14
CCOC(=O)C(NC(=O)CC)(Nc1ccc(S(N)(=O)=O)cc1)C(F)(F)F (configuration not stated)	3	0	2.2	0.2	-0.5	4.1	3	4	8
Cc1cc(C)cc(NC(=O)N2CCC(NC(=O)c3ccc(F)cc3)CC2)c1	-13	-6	x	0.2	-0.7	2.6	-2	-5	5
O=C(NNC(=O)c1cccs1)c1ccncc1	-1	3	x	0.3	0.1	-3.6	-5	11	7
O=S(=O)(c1ccc2c(c1)OCCO2)N1CCN(c2nc3ccccc3s2)CC1	-7	3	-1.5	-1.3	0.6	-1.1	1	19	12
C=CCn1c(COc2ccccc2F)nnc1SCC(=O)c1c[nH]c2ccccc12	-8	-2	-2.6	-0.3	-0.8	2.4	4	22	15
CCN(CC)S(=O)(=O)c1ccc(NC2c3ccccc3C(=O)N2c2ccc(C)cn2)cc1 (configuration not stated)	-11	2	-6.4	-0.4	1.6	-3.2	-3	-4	4
CCc1ccc(NC(=O)CCCNC(=O)Cn2cnc3sc(C)c(C)c3c2=O)cc1	-10	3	x	-2.7	-5.1	-2.0	0	21	-4
CN1CCN(C(=O)c2cc(COc3ccc(F)cc3Cl)on2)CC1c1ccccc1 (configuration not stated)	-9	-1	0.6	-1.2	-0.7	0.0	2	0	1
Cc1ccc(S(=O)(=O)Cn2nnnc2C(CC(C)C)N2CCN(c3ccc(F)cc3)CC2)cc1 (configuration not stated)	-3	0	-0.7	-3.8	-0.6	3.1	-5	15	-4
O=C(Oc1ccccc1O)c1cccc2ccccc12	0	6	0.9	-1.9	-0.1	0.9	-2	-2	3
O=C(CN(CC1CCCO1)C(=O)CNS(=O)(=O)c1ccccc1)NCCc1ccccc1 (configuration not stated)	-9	2	-0.1	0.4	-2.2	0.9	4	1	-9
COC(=O)CNc1nc(-c2ccncc2)nc2ccccc12	1	3	-2.0	-0.5	-0.7	2.9	-12	12	17
O=C(Nc1ccccc1)Nc1cc(S(=O)(=O)N2CCOCC2)ccc1N1CCCC1	-1	2	x	-3.5	0.4	-0.5	17	10	0
CCOC(=O)CC1(NC(=O)C2CCC(=O)N(Cc3ccccc3OC)C2)CCCCC1 (configuration not stated)	3	1	-1.2	0.0	0.8	-3.0	1	-9	2
Cn1nc(C(=O)NC2CCCCC2)c2c1-c1ccccc1SC2	-7	-1	-0.8	-0.1	0.3	2.0	3	5	9

Some of these compounds in order of molecular weight, ascending.
SMILES	BoNT F protease	FBA Mtb inh	BioA inh	FadD28 binding	BoNT A protease	Mtb UGM inh	PrPC TRFRET	CCHFV vOTU inh	GDH-TPI counter
CC(=O)Nc1ccc(Sc2ccccc2C(=O)O)cn1	23	1	-0.9	-0.3	-2.1	-1.0	0	-14	-2
COC(=O)CNc1nc(-c2ccncc2)nc2ccccc12	1	3	-2.0	-0.5	-0.7	2.9	-12	12	17
O=C(CN(CC1CCCO1)C(=O)CNS(=O)(=O)c1ccccc1)NCCc1ccccc1 (configuration not stated)	-9	2	-0.1	0.4	-2.2	0.9	4	1	-9

Other records.
SMILES	BoNT F protease	FBA Mtb inh	BioA inh	FadD28 binding	BoNT A protease	Mtb UGM inh	PrPC TRFRET	CCHFV vOTU inh	GDH-TPI counter
COc1ccccc1NC(=S)NC(=O)CCCOc1ccc(Cl)cc1Cl	-7	0	-0.8	-3.0	-0.2	-0.6	6	2	11
COc1ccccc1C/C(N)=N/OC(=O)COc1cc(C)cc(C)c1C	-2	-3	x	-0.2	-0.1	1.1	7	0	12
COCCNC(=O)c1c[nH]c2ccc(S(=O)(=O)N(C)c3ccc(C)c(C)c3)cc2c1=O	-5	5	x	-1.0	-5.4	-1.1	2	-10	21
NC1=NOC(=O)C1C1CCCCC1 (configuration not stated)	3	-2	-3.2	-4.5	-0.5	x	-3	-12	-5
Cn1ccc(NC(=O)Nc2cccc([N+](=O)[O-])c2)n1	0	-1	-1.2	-0.4	-1.2	-0.1	-32	9	6
Cc1ccccc1C(=O)NNC(=O)C12CC3CC(CC(C3)C1)C2	4	-3	x	-0.9	0.9	-2.1	8	-9	-5
O=Cc1cn(Cc2ccccc2[N+](=O)[O-])c2ccccc12	-2	-4	8.4	-1.6	-0.7	0.6	1	5	4
O=C1/C(=C2/NCCN2C2CC(=O)N(c3ccccc3)C2=O)CC/C1=C\c1ccccc1 (configuration not stated)	-5	2	x	-1.1	-0.7	-0.9	-4	-9	18
CC#CCN1c2ccccc2[C@]23C[C@@H](C(=O)OC)N(C(=O)C4CCC4)C2=NC(C(=O)OC)=C(C(=O)OC)[C@H]13	-9	-2	-1.4	-2.6	-0.5	0.1	-4	9	9
CCCCNc1c(-c2ccc(-c3cccc(Cl)c3)cc2)nc2ccccn12	-16&-5	23	-1.4	-4.7	-1.3&-1.0	2.6	8&2	9&0	10
O=C(NC1CCCCC1)c1n[nH]c2c1CCCCC2	0	-2	1.1	-0.4	-0.3	0.4	4	9	-1
CCOC(=O)c1ccc(N2C(=O)CC(C3CCCO3)C2=O)cc1 (configuration not stated)	-7	2	1.1	-3.4	-0.9	2.4	-1	-2	9
Cc1ccc(-c2nc(CS(=O)(=O)CC(=O)N3CCc4ccccc4C3)c(C)o2)cc1	0	4	-3.3	-8.1	0.3	-2.5	7	3	1
Cn1c(=O)c(C(=O)c2ccc(S(C)(=O)=O)c(Cl)c2Cl)c(O)c2ccccc21	u	-3	0.1	-3.8	0.5	2.9	-1	-4	2
CS(=O)(=O)N(CC(=O)Nc1cccc(F)c1)Cc1ccccc1	-14	1	2.1	-0.3	-0.5	1.1	-4	-6	0
O=C(/C=C/c1ccccn1)c1ccc(Br)cc1O	-4	2	x	-1.8	-0.1	0.0	3	-4	11
CN(C)S(=O)(=O)c1ccc(NC(=O)C2CC(=O)N(Cc3ccccc3Cl)C2)cc1 (configuration not stated)	5	1	x	-5.0	-0.1	-1.1	-11	-9	7
FC(F)(F)c1cccc(CN2CCCCCC2)c1	-4	0	-0.9	-1.7	-2.4	-1.3	1	8	4
COc1ccccc1C(=O)NCC(=O)N/N=C/c1cccc(Cl)c1	0	-1	x	-2.4	0.4	1.4	3	2	3
O=C(CCCn1c(=S)[nH]c2ccc(Br)cc2c1=O)NCC1CCCO1 (configuration not stated)	-10	2	-1.7	-0.7	-0.9	-0.8	1	-10	-2
O=C(COC(=O)/C=C/c1cccc(Cl)c1)NC(=O)NCc1ccccc1	3	12	-1.0	-0.6	0.5	-0.1	-3	6	-2
COc1ccc(Br)cc1Cn1nnc(C(=O)Nc2ccc3c(c2)OCCO3)c1N	-11	2	-0.1	0.3	-1.1	0.7	25*	-5	9
O=C(N/N=C/C(Cl)=C/c1ccccc1)c1ccco1	-2	-10	3.9	-5.6	-0.3	1.1	-14	11	35*
Cc1ccccc1Nc1nnc(C)c(=O)n1N	-3	-2	-0.1	-0.3	-0.2	-0.3	-6	-6	4
COc1ccc(S(=O)(=O)NCc2ccccn2)cc1NC(=O)c1ccccc1F	1	3	-1.1	1.2	1.3	0.9	14	-13	-8

Part of the list above, with values under each structure:
Value order: BoNT F protease	FBA Mtb inh	BioA inh	FadD28 binding	BoNT A protease	Mtb UGM inh	PrPC TRFRET	CCHFV vOTU inh	GDH-TPI counter
CCOC(=O)/C(N)=C/c1ncc(C(F)(F)F)cc1Cl
 : -5	0	x	-1.4	-0.1	0.4	3	5	1
S=c1[nH]nc(-c2ccccc2)n1/N=C/c1cccs1
 : 6	0	0.1	1.2	0.0	0.1	x	x	15
CC(=O)Nc1ccc(Sc2ccccc2C(=O)O)cn1
 : 23	1	-0.9	-0.3	-2.1	-1.0	0	-14	-2

More compounds follow.
SMILES	BoNT F protease	FBA Mtb inh	BioA inh	FadD28 binding	BoNT A protease	Mtb UGM inh	PrPC TRFRET	CCHFV vOTU inh	GDH-TPI counter
Cc1cccc(C2=NN(c3ccccc3)[C@H](CO)[C@H]2c2ccccc2)c1	2	59*	-1.1	0.6	0.2	x	x	x	-9
O=C(NCC1CCN(Cc2ccccc2F)CC1)Nc1cccc(Br)c1	21	0	0.4	-4.8	3.6	-0.1	2	-4	0
COc1ccc(NC(=O)c2cn(CCC#N)nc2-c2ccc(OC)c(OC)c2)cc1	u	3	19	0.1	u	-0.3	1	-4	10
NNC(=O)c1ccc(COc2cccc3ccccc23)o1	x	0	-1.3	0.2	x	4.3	2	-4	1
CCOC(=O)c1ccc(NC(=O)CN2C(=O)NC3(CCCCCCC3)C2=O)cc1	-5	-1	0.4	4.8	-2.6	2.1	-3	-2	-9
COc1cc(-c2nnc(COC(=O)c3ccc(C)o3)o2)cc(OC)c1OC	-7	0	-0.1	-4.1	-1.0	-4.2	2	7	-9
CCC[C@@H]1C[C@@H](C(=O)N[C@H]([C@@H](C)O)[C@H]2O[C@H](SC)[C@H](O)[C@@H](O)C2O)N(C)C1 (some centres not stated)	9	3	-0.7&1.1	-4.2	0.6	x	14	4	-4
O=C1CCCC2=C1C(c1ccccc1)n1c(s/c(=C/c3cccc(F)c3)c1=O)=N2 (configuration not stated)	5	2	-0.7	0.3	0.0	1.4	8	3	-4
COc1ccccc1C(=O)NC(CCSC)C(=O)OCC(=O)c1ccc[nH]1 (configuration not stated)	10	-1	-0.1	-2.6	3.4	x	1	1	-2
CCC(=NCc1ccco1)c1c(O)n(Cc2ccccc2)c(=O)[nH]c1=O	-5	0	3.3	-1.7	-2.1	-1.3	4	0	10
COc1ccc(-n2c(O)c(Cc3ccccc3)c(=O)n3nc(-c4ccccc4)c(=O)cc23)cc1	2	-2	-0.7	1.0	0.9	1.7	-3	11	10
CC(=O)c1cccc(-c2ccnc3c2CC(C(=O)NCCc2ccccc2)O3)c1 (configuration not stated)	2	-3	10	-0.8	0.2	x	7	-1	2

Whole records, quoted from the list. Screens in order: BoNT F protease, FBA Mtb inh, BioA inh, FadD28 binding, BoNT A protease, Mtb UGM inh, PrPC TRFRET, CCHFV vOTU inh, GDH-TPI counter
COc1ccccc1C(=O)NC(CCSC)C(=O)OCC(=O)c1ccc[nH]1 (configuration not stated) is listed as 10, -1, -0.1, -2.6, 3.4, x, 1, 1, -2
O=C1CCCC2=C1C(c1ccccc1)n1c(s/c(=C/c3cccc(F)c3)c1=O)=N2 (configuration not stated) is listed as 5, 2, -0.7, 0.3, 0.0, 1.4, 8, 3, -4

Source: PubChem (several laboratories)

This is a random part of the collection; overall some 4.8% were active at least once.
